PNC inhibitor: perinucleolar compartment assembly inhibition | activity change (PNC), negative = inhibition, % at 10 µM | AID 2417 | PC3M PTB-GFP, PNC prevalence imaging, 16 h; active compounds read low | actives 3.1% (n = 140,000);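 active means readout at or below -70, meaning at least 70% loss of cells showing the perinucleolar compartment, a nuclear body marking cancer cells; inconclusive means readout between -30 and a set limit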;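 further: plate controls were DMSO wells for no effect and camptothecin positive control wells for full effect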
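Compounds are pinned in duplicate onto adhered PC3M cells stably expressing GFP-tagged PTB and incubated 16 h at 37 C. Cells are then fixed, nuclei stained with Hoechst, and PNC-positive cells counted.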
ALOX15B inhib: 15-hLO-2 (ALOX15B) enzyme inhibition; O15296; purified 15hLO-2, xylenol orange hydroperoxide absorbance; Potency, µM (highest dose often 57.1 µM), inactives show at the top dose activity change, negative = inhibition, hits mostly inhibitors; actives 0.56% (n = 110,000); further: potency means the concentration at half of the fitted maximal effect; nearly all actives have a fitted effect of over 60% in size; many of its hits are not listed in these tables
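Purified human 15hLO-2 (50 nM) preincubated 15 min with compound, then 45 uM arachidonic acid for 90 min at RT in 25 mM Hepes pH 7.5, 0.01% Triton X-100. Hydroperoxide detected by Fe-xylenol orange; 573/405 nm absorbance ratio.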
IMPase cell inh: cell-permeable inhibitors of inositol monophosphatase (IMPase). AID 901. 120,000 tested, under 10 active. P97697. CHO-M1 cells, IP1 accumulation, HTRF TR-FRET ratio. inhibition (IP1 accumulation), % at 46.1 µM; active means well fitted curve in the direction sought with a large enough effect in the signal ratio, not every such curve was filed as active; inconclusive means small, poorly fitted or top-dose-only effect, or a change in a side signal; inactive means no such curve, though single readings can be large or run the other way; the % refers to the signal ratio;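 further: cells stimulated with carbachol in lithium chloride buffer; plate controls were DMSO basal wells for no effect and reference inhibitor wells for full effect; higher means more IMPase inhibition seen as more IP1 and lower FRET ratio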
Target sequence (P97697 whole entry, looked up): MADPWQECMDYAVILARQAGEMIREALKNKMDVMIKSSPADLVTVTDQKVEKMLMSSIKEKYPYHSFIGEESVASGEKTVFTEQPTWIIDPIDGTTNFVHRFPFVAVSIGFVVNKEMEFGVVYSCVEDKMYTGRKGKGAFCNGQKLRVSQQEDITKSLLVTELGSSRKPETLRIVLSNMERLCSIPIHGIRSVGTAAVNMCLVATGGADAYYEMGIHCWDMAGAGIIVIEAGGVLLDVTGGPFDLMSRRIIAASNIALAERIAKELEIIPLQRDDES
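Cellular IMPase inhibition is scored as a rise in cytosolic IP1, detected by competitive TR-FRET between d2-labelled IP1 and a europium anti-IP1 antibody. M1-expressing CHO cells were stimulated with carbachol for 30 min at 37C, with lithium (50 mM LiCl) present in the buffer.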
12-hLO inh: blocks human 12-lipoxygenase activity; P18054; purified 12-hLO, xylenol orange hydroperoxide absorbance; Potency, µM (doses to about 57.1 µM), for inactives: at the top dose activity change, negative = inhibition, most hits filed as inhibitors; AID 1452; actives 0.12% (n = 150,000); further: potency means the concentration at half of the fitted maximal effect; nearly all actives have a fitted effect of over 55% in size; many of its hits are not listed in these tables
Target sequence (P18054 whole entry, looked up): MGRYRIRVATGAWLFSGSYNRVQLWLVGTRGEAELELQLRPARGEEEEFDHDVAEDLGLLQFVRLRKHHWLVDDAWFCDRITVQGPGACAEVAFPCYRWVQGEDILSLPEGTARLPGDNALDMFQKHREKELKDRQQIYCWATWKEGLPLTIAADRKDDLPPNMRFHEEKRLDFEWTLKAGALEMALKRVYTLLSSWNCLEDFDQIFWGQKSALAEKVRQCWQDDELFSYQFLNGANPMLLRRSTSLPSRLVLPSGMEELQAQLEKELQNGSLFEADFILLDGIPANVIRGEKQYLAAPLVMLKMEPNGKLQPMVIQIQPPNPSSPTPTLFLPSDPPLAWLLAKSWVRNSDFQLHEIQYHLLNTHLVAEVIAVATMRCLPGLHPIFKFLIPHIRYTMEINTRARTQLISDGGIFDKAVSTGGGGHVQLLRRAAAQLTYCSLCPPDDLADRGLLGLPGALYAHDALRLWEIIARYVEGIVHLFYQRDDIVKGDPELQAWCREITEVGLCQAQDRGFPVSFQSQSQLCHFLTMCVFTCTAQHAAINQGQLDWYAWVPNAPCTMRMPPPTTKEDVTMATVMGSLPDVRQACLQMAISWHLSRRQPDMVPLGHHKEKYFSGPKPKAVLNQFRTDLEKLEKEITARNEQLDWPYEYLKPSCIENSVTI
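Hydroperoxide output read as Fe(III)-xylenol orange absorbance, 573-to-405 nm ratio, after 30 min reaction with 40 uM arachidonic acid. Enzyme: 150 nM purified human 12hLO, 15 min compound preincubation; 25 mM Hepes pH 7.0, room temperature.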
The depositor's hits bear a star; ? = inconclusive; nt = no result given; [ ] = dose if it differs, or a comment. Unless noted, the call rests on the fitted dose curve; in most records, active means well fitted curve in the direction sought with a large enough effect; inconclusive means small, poorly fitted or top-dose-only effect, or another doubt; inactive means no such curve, though single readings can be large; an effect the other way counts as inactive or inconclusive. Unless noted, on the % scale 0 is the no-effect control and ±100 the full control effect.

Order of values: PNC inhibitor	ALOX15B inhib	IMPase cell inh	12-hLO inh
[1] Cc1onc(-c2ccccc2Cl)c1C(=O)OCC(=O)c1ccccc1
    ?	7%	8	1%
[2] CN1CC(=O)NC1=NC(=O)C12CC3CC(CC(C3)C1)C2
    -7	5%	-3	-5%
[3] CCOC(=O)Cc1csc(NC(=O)NC2(C(F)(F)F)Oc3ccccc3O2)n1
    -7	-23%	5	-9%
[4] CC1(C)N([O-])C2=C(c3ccccc3C2=O)[N+](=O)C1(C)C
    7	-2%	6	-2%
[5] COc1ccc(-c2csc(NC(=O)COC(=O)Cc3ccc(Cl)cc3Cl)n2)cc1
    4	nt	8	-3%
[6] CCOc1ccc(NC(=O)CSc2nc3cccnc3n2CCOC)cc1
    -8	0%	5	14%
[7] CCOC(=O)c1[nH]c2cc3c(cc2c1NC(=O)CN1CCCCC1C)OCO3 (stereo not drawn)
    -16	3%	2	-2%
[8] Cn1c(SCC(=O)NCc2ccc3c(c2)OCO3)nnc1-c1cccs1
    -14	5%	8	-4%
[9] Cc1ccc(S(=O)(=O)N2CCC(C(=O)NCc3ccccc3Cl)CC2)cc1
    20	5%	5	-9%
[10] CC(=O)c1c(C)[nH]c(C(=O)OCC(=O)Nc2cc(S(=O)(=O)N3CCCC3)ccc2Cl)c1C
    -108*	nt	6	1%
[11] CCOC(=O)C(=NCCOC)NNc1cc(Cl)ccc1Cl
    ?	nt	-8	-10%
[12] c1ccc2c(c1)OCC(CNc1ncnc3nc[nH]c13)O2 (stereo not drawn)
    65	nt	2	3%
[13] CC(=Nc1ccc(O)cc1)c1sc2ccccc2c1O
    16	-11%	0	-7%
[14] Cc1cc(OCC(=O)Nc2ccccc2F)nc(C(C)C)n1
    5	-3%	13	3%
[15] Cc1ccccc1-c1cncnc1NC1CCNCC1
    nt	6%	nt	-1%
[16] CC(C)CCNC(=O)c1nnc(Cc2ccc(Cl)cc2)o1
    -110*	6%	1	-1%
[17] O=C(Nc1ccc(Cl)c(Cl)c1)c1ccc(Cn2c(=O)[nH]c3ccsc3c2=O)cc1
    -23	nt	nt	0%
[18] COC(=O)[C@H](CCSC)NC(=O)Nc1ccc(C(C)C)cc1
    18	3%	-9	-3%
[19] Cn1c(=O)oc2cc(S(=O)(=O)N3CCOCC3)ccc21
    -15	-5%	-11	0%
[20] CCC(=O)O[C@@H]1[C@H](C)O[C@H](O[C@H]2[C@@H](N(C)C)[C@H](O)[C@@H](O[C@@H]3[C@@H](CC=O)C[C@@H](C)[C@@H](O)/C=C\C=C/C[C@@H](C)OC(=O)C[C@@H](OC(=O)CC)[C@H]3OC)O[C@H]2C)C[C@]1(C)O
    nt	13%[25.6 µM]	2[20.6 µM]	1%[25.6 µM]
[21] C=CCn1c(Sc2nnc(C)s2)nc2c1c(=O)[nH]c(=O)n2C
    -22	-3%	-7	-4%
[22] COc1ccccc1N1CCN(C(=O)c2nn(-c3ccccc3OC)c(=O)c3ccccc23)CC1
    41	-3%	13	-3%
[23] CN1C(=O)CC(N2CCC(c3nc4ccccc4s3)CC2)C1=O (stereo not drawn)
    124	nt	7	4%
[24] CCn1c(SCc2nc3ccccc3s2)nnc1-c1cccs1
    ?	-5%	-12	-1%
[25] COc1ccc(CNC(=O)C2(c3ccc(Cl)cc3)CC2)cc1
    15	nt	nt	-1%
[26] O=C(Nc1ccc2c(c1)CCC2)c1ccc(Br)o1
    ?	4%	-3	8%
[27] COc1cc(OC)c2c(-c3cccc(-c4cccc(C)c4)c3)cc(=O)oc2c1
    nt	0%[0.0915 µM]	nt	1%[0.00818 µM]
[28] O=C(O)C1CC(c2ccccc2F)=NO1 (stereo not drawn)
    13	9%	-5	-1%
[29] COc1ccccc1-c1nnc2n1N=C(C(C)(C)C)CS2
    -20	-9%	-3	-1%
[30] CCOC(=O)c1cnc2ccc(Cl)cc2c1N1CCN(C)CC1
    -26	7%	0	-6%

7 entries drawn at random from the list so far, as already listed:
Order of values: PNC inhibitor	ALOX15B inhib	IMPase cell inh	12-hLO inh
[3] CCOC(=O)Cc1csc(NC(=O)NC2(C(F)(F)F)Oc3ccccc3O2)n1
    -7	-23%	5	-9%
[25] COc1ccc(CNC(=O)C2(c3ccc(Cl)cc3)CC2)cc1
    15	nt	nt	-1%
[12] c1ccc2c(c1)OCC(CNc1ncnc3nc[nH]c13)O2 (stereo not drawn)
    65	nt	2	3%
[11] CCOC(=O)C(=NCCOC)NNc1cc(Cl)ccc1Cl
    ?	nt	-8	-10%
[21] C=CCn1c(Sc2nnc(C)s2)nc2c1c(=O)[nH]c(=O)n2C
    -22	-3%	-7	-4%
[5] COc1ccc(-c2csc(NC(=O)COC(=O)Cc3ccc(Cl)cc3Cl)n2)cc1
    4	nt	8	-3%
[22] COc1ccccc1N1CCN(C(=O)c2nn(-c3ccccc3OC)c(=O)c3ccccc23)CC1
    41	-3%	13	-3%

Next section
Order of values: PNC inhibitor	ALOX15B inhib	IMPase cell inh	12-hLO inh
[31] N#CC1=C(N)OC2=C(CN(Cc3ccccc3)C/C2=C\c2cccnc2)C1c1cccnc1 (stereo not drawn)
    31	16%	3	0%
[32] Cc1ccc(NC(=S)NCCSc2ccc(Cl)cc2)c(C)c1
    ?	nt	nt	?
[33] CCCCOc1ccc(C(C)(O)CCN2CCOCC2)cc1 (stereo not drawn)
    11	15%	-2	2%
[34] Cn1c(COc2ccc(Cl)cc2)nnc1SCc1ncc(-c2ccccc2)o1
    ?	-3%	5	-16%
[35] CCOc1ccc(/C=N/OCC(=O)NC(c2ccccc2)c2ccccc2)cc1
    28	nt	nt	-1%
[36] Cc1cc(C)nc(N/N=C/c2ccccc2OCc2cccc(Br)c2)n1
    -3	nt	nt	0%
[37] CN(C)C(=S)SCC(=O)Nc1ccc(Cl)cc1Cl
    ?	nt	nt	0%
[38] Cc1ccc(-n2nnnc2SCC(=O)N2CC(=O)Nc3ccccc32)cc1
    ?	-12%	11	-14%
[39] Cc1cc(=O)cc(C)n1-c1ccc2c(c1)nc(C)n2-c1ccccc1
    27	2%	11	-1%
[40] O=C1CC(=O)N(Cc2cccs2)C(=O)N1
    -3	1%	15	0%
[41] COc1ccc(CNc2ncnc3cc(OC)c(OC)cc23)cc1
    -6	37%[activator]	7	17%
[42] COc1cc(C(=O)NC2CC3CCCC(C2)N3C2CC2)cc(OC)c1OC (stereo not drawn)
    -24	-1%	?	-1%
[43] COc1ccc(Cn2ccnc2)cc1Br
    ?	55%[activator]	?	3%
[44] O=C1Nc2ccc(Br)cc2/C1=N/N=C/C1=C(N2CCOCC2)C(=C\c2ccccc2)/CC1
    23	-7%	7	-10%
[45] O=C(/C=C/c1ccccc1)c1ccccc1O
    46	nt	nt	-1%
[46] CN(C)S(=O)(=O)Nc1ccc2c(c1)OCO2
    0	-2%	-15	-1%
[47] O=C1/C(=C/c2ccc(O)cc2)SC(=S)N1Cc1cccnc1
    ?	nt	nt	2%
[48] COC(=O)C1CSC(C(=O)OC)N1C(=O)Nc1ccccc1 (stereo not drawn)
    38	2%	8	0%
[49] CC1CC(C)CN(CCOCCSc2ccccc2)C1 (stereo not drawn)
    ?	nt	nt	-9%
[50] CC(/C=N/NC(=O)Cc1cccs1)=C\c1ccccc1
    -23	nt	nt	3%
[51] CC(Sc1ccc(Cl)cc1)C(=O)NCc1cccnc1 (stereo not drawn)
    25	1%	3	1%
[52] CCOc1cc(/C=N\NC(=O)c2ccc(C)nc2)cc([N+](=O)[O-])c1O
    45	-6%	-23	-2%
[53] C=CCSc1nc(-c2ccc3c(c2)OCO3)cc(C(F)(F)F)c1C#N
    -96*	-15%	-1	-12%
[54] CCCCNc1nc(N)nc(-c2cc(Cl)ccc2O)n1
    -5	nt	nt	6%
[55] O=C(CC12CC3CC(CC(C3)C1)C2)NCc1ccncc1
    -84*	0%	-6	-2%
[56] N#CCCn1c(=O)cnc2cnc(N3CCOCC3)nc21
    nt	-23%	nt	-18%
[57] Cc1cccc2sc(NC(=O)CCNS(=O)(=O)c3cccs3)nc12
    ?	7%	0	-10%
[58] CC12C(=O)N(NC(=O)c3ccncc3)C(=O)C1C1C=CC2C1 (stereo not drawn)
    -15	nt	-3	3%
[59] O=C(CSc1nnnn1-c1ccccc1)CC(=O)Nc1ccc(Cl)cc1
    35	-13%	-2	10µM*
[60] O=C(c1c(O)c2ccccc2oc1=O)C1CCC1
    4	2%	6	-6%

(listing goes on)
Order of values: PNC inhibitor	ALOX15B inhib	IMPase cell inh	12-hLO inh
[61] CC1CCc2nn(CC(=O)N3CCN(C(=O)c4ccco4)CC3)cc2C1 (stereo not drawn)
    ?	nt	-4	-2%
[62] O=C(CSc1nnc(CNC(=O)C23CC4CC(CC(C4)C2)C3)n1-c1ccccc1)Nc1ccc(F)cc1
    -7	nt	2	-1%
[63] FC(F)(F)c1cc(-c2cccs2)n[nH]1
    ?	-6%	1	0%
[64] COc1ccccc1OCCCn1cc(C#N)c2ccccc21
    -82*	-6%	13	-10%
[65] O=C(O)CCCNC(=O)c1cccc(C(=O)NCCCC(=O)O)n1
    15	nt	nt	-3%
[66] CN(C)Cc1ccccc1-c1nccc(NCc2cccs2)n1
    nt	19%	nt	5%
[67] COC(=O)c1c(N)n(-c2ccc(N3CCOCC3)cc2)c2nc3ccccc3nc12
    15	?	14	-11%
[68] Cn1c(=O)c2c(nc(-n3ccnc3)n2Cc2ccccc2)n(C)c1=O
    -9	-1%	9	-2%
[69] COc1ccc2c(c1)O[C@@H](c1cccc(C(F)(F)F)c1)[C@H](O)C2=O
    ?	nt	nt	-7%
[70] Cc1nn(C(C)(C)C)c(OC(=O)c2ccc3c(c2)OCO3)c1S(=O)(=O)c1ccccc1
    16	-8%	7	-7%
[71] O=C(Nc1cccc(-c2nc3ccccc3s2)c1)c1cc(=O)c2ccccc2o1
    ?	nt	-8	1%
[72] COc1cccc(C(=O)OCCN2CCCCC2)c1
    303	nt	12	5%
[73] Cc1ccc(C(=O)NCC(=O)O)cc1S(=O)(=O)N1CCCCC1
    ?	-2%	-4	4%
[74] CCc1nnc(NC(=O)CSc2nc3c(c(=O)n2-c2ccccc2OC)SCC3)s1
    ?	-21%	0	-23%
[75] CC(OC(=O)c1ccc2ncsc2c1)C(=O)Nc1ncc(Cl)cc1Cl (stereo not drawn)
    38	nt	nt	-3%
[76] COc1ccc(CNC(=O)C2CCN(S(=O)(=O)c3cc(OC)ccc3OC)CC2)cc1
    -11	4%	-13	-3%
[77] Cc1c(Cl)cccc1NC(=O)c1ccc(-n2ccnc2)nc1
    ?	22%	-3	-6%
[78] COc1ccc(C(O)P(=O)(OC2CCCCC2)c2ccc(N(C)C)cc2)cc1OC (stereo not drawn)
    -6	-2%	5	-4%
[79] Cc1ccc(C(=O)N2CCN=C2SCc2ccc([N+](=O)[O-])cc2)cc1
    -20	nt	4	1%
[80] C=CCOC(=O)C(C#N)c1nc2ccccc2nc1N1CCN(c2ccccc2OC)CC1 (stereo not drawn)
    -18	-17%	15	-15%
[81] Cc1nc(CCNC(=O)c2cccs2)cs1
    ?	nt	-3	-2%
[82] O=C(Nc1ccc(N2CCOCC2)c(Cl)c1)c1ncn[nH]1
    -20	13%	-4	-2%
[83] O=C(Nc1cccc2ccccc12)c1ccc(OC(=S)N2CCOCC2)cc1
    -12	-8%	3	-6%
[84] Cc1nn(-c2ccccc2)c(C)c1C(=O)OCC(=O)NC12CC3CC(CC(C3)C1)C2
    2	?	8	-1%

Outcome played no part in choosing rows. Share with any hit: about 3.1%.
